STK33 inh = blocks human STK33 kinase activity; Q9BYT3; purified STK33, MBP phosphorylation, ADP-Glo luminescence; inhibition, % at 10 µM; hit rate 0.073% among 320,000; AID 2661;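 active = inhibition at or above 25%, using the most active replicate where run in duplicate; inactive = inhibition below 25%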
Target sequence (Q9BYT3 whole entry, looked up): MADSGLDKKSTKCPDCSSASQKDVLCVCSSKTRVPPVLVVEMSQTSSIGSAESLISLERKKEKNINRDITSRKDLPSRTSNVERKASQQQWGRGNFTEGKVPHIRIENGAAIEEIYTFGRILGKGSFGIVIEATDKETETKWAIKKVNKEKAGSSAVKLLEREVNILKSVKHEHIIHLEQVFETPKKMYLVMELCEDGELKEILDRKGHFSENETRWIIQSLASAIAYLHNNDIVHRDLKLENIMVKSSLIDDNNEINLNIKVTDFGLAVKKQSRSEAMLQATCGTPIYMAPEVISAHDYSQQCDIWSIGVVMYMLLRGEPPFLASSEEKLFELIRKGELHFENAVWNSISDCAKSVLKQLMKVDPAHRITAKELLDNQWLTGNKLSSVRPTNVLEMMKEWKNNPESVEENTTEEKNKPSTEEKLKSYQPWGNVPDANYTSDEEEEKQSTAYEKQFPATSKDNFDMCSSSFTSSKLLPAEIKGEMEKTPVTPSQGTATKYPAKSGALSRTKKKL
OX1R antag = antagonists of human orexin 1 receptor (OX1R); O43613; OX1R-expressing cells, FRET antagonist read-out; inhibition, % at 6.6 µM; hit rate 1.8% among 330,000; AID 485270; in the data active = inhibition mostly above about 38%, no sharp cut-off; inactive = mostly below about 40%;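 note: 0% = agonist challenge alone and 100% = reference antagonist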
Target sequence (O43613 whole entry, looked up): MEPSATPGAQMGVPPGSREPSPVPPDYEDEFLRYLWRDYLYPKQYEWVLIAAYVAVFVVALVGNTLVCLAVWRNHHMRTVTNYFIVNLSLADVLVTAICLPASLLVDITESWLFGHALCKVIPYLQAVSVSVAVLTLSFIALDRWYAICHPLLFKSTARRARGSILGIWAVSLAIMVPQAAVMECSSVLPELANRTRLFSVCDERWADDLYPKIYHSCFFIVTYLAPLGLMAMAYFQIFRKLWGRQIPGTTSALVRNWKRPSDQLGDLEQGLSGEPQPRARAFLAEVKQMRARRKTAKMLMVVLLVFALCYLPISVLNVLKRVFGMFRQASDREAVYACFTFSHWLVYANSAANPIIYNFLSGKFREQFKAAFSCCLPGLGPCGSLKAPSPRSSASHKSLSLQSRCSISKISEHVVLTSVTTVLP
* = called active by the depositor; x = no result given.

Compound	STK33 inh	OX1R antag
Nc1c(C(=O)c2ccc(Cl)cc2)sc2c1c(=O)[nH]c(=O)n2-c1ccccc1	-1.7	13
COc1cc(/C=C2\C(=O)NN(c3ccc(C)cc3)C2=O)cc([N+](=O)[O-])c1O	4.4	8
COC(=O)[C@@]1(Cc2ccccc2)[C@H]2c3cc(C(=O)N4CCCC4)n(CCSCCO)c3C[C@H]2CN1C(=O)c1ccccc1	1.5	18
CSc1ncc(C(=O)Nc2ccccc2Cl)c(C)n1	-0.7	-6
CC(CCn1cccn1)NC(=O)CCc1nnc(CCc2ccccc2)o1 (stereo not drawn)	-1.1	18
CC(=O)c1ccccc1NS(=O)(=O)c1ccc2c(c1)CC(=O)N2	-0.8	8
CCN(CC)c1nc2c(s1)C(=O)CC(C)(C)C2	-2.4	9
O=C(NCc1cccnc1)c1noc2c1CCCCC2	0.1	-3
O=[N+]([O-])c1cc(/C=N/NC(=S)Nc2ccccc2Cl)ccc1Cl	0.8	52
O=C(CSc1ccccn1)Nc1nc2ccc(Br)cc2s1	0.5	23
O=C(NNS(=O)(=O)c1ccccc1C(F)(F)F)c1cc2ncc(C(F)(F)F)cc2s1	-0.7	-3
O=C(c1ccccc1NS(=O)(=O)c1ccccc1)N1CCCCCC1	x	23
COc1ccc(Cl)cc1NC(=O)CN(c1ccccc1)S(=O)(=O)N(C)C	-0.7	53*
COc1ccc(-c2nc(N)nc(C(F)(F)F)c2-c2csc(C)n2)c(O)c1	-0.5	17
O=C(CSc1ccc(Cl)cc1)Nc1ccccc1N1CCN(C(=O)c2ccccc2)CC1	-0.2	-1
Cc1ccc2c(cnn2C(=O)CCC(=O)N2CCCCC2C)c1 (stereo not drawn)	0.0	-4
CC(C)CC(NC(N)=O)C(=O)OCC(=O)Nc1ccc(OC(F)F)cc1 (stereo not drawn)	-0.2	12
O=[N+]([O-])c1ccccc1OCc1nc(-c2cccs2)no1	0.0	22
CCOC(=O)N1CCN(CC(O)COc2ccc(-c3ccccc3)cc2)CC1 (stereo not drawn)	-0.1	4
Cc1cccc(OCCNc2cc(N3CCN(CCO)CC3)ccc2[N+](=O)[O-])c1	0.2	45
COc1ccc(O)c(CN2CCCC(N3CCc4ccccc4C3)C2)c1 (stereo not drawn)	4.5	x
O=C1C(Cl)=C(N2CCOCC2)C(=O)N1CCc1ccccc1	-0.7	2
COc1ccc(NC(=O)c2cc3c(CO)cnc(C)c3oc2=Nc2cc(OC)cc(OC)c2)cc1	-1.8	11
CCOC(=O)c1cc2ccccc2n1CCN(CC)CC	-0.7	8

Some of the entries so far, as labelled records:
O=[N+]([O-])c1ccccc1OCc1nc(-c2cccs2)no1
  STK33 inh: 0.0
  OX1R antag: 22

CCOC(=O)c1cc2ccccc2n1CCN(CC)CC
  STK33 inh: -0.7
  OX1R antag: 8

Further entries:
Compound	STK33 inh	OX1R antag
Cc1ccc(S(=O)(=O)NCC(=O)OCC(=O)N2CC(C)OC(C)C2)cc1 (stereo not drawn)	-1.5	-1
COc1ccccc1C(=O)N1CCN(Cc2cccnc2)CC1	-0.5	5
COc1ccc2c(c1OC)C(=O)N(c1cccc(/C=C/C(=O)O)c1)C2	0.1	6
Brc1ccc(Oc2ncc(CN3CCN(c4ccccc4)CC3)s2)cc1	-0.1	5
COc1ccc(NC(=O)CN(c2ccc([N+](=O)[O-])cc2)S(=O)(=O)c2ccccc2)cc1	0.7	-8
COc1ccc(C(=O)C(C)N(C(=O)c2ccc(Cl)cc2Cl)N2C(=O)C3C4C=CC(C4)C3C2=O)cc1 (stereo not drawn)	-0.6	12
O=C(/C=C/c1ccc(O)c(O)c1)NC(=O)c1ccccc1O	3.9	19
C=CCc1ccc(OCCCOc2ccc(C(=O)O)cc2)c(OC)c1	2.6	12
O=C(CNC(=O)c1ccco1)OCC(=O)c1ccc2c(c1)CCCC2	-1.1	13
Cc1ccc(S(=O)(=O)Nc2ccc3c(c2)CC(=O)N([C@H](C)CO)C[C@@H](C)[C@H](CN(C)Cc2ccc(-c4ccccc4)cc2)O3)cc1	-1.8	3
CCCCOc1ccc(/C=C(\C#N)C(=O)NC2CC2)cc1	-0.3	13
C[C@@]12C(=O)N(CC3CC3)CC(=O)N1[C@H](C1CC1)[C@@H]1C(=O)N(c3ccccc3)C(=O)[C@@H]12	0.3	17
O=C(C1CCCN(Cc2ccccc2Br)C1)N1CCCCC1 (stereo not drawn)	0.4	-2
Cc1ccc(Nc2nc3c([nH]2)c(=O)[nH]c(=O)n3C)cc1	0.6	3
O=C(c1cc(-c2ccc(Cl)cc2)on1)N1CCOCC1	-0.7	8
Cc1ccc(F)cc1NC(=O)c1ccc2c(c1)OCO2	-0.3	8

Reprinted from the results shown (2 entries):
Compound	STK33 inh	OX1R antag
O=C(c1cc(-c2ccc(Cl)cc2)on1)N1CCOCC1	-0.7	8
Cc1ccc(F)cc1NC(=O)c1ccc2c(c1)OCO2	-0.3	8

(more compounds)
Compound	STK33 inh	OX1R antag
COc1ccc(NC(=O)NCCN2CCCCC2)cc1	-0.5	8
C/C(Cn1nc([N+](=O)[O-])cc1C)=N\NC(=O)c1ccc(O)cc1O	5.3	52
C#CC(C)(C)NC(=O)c1ccccc1OC	-3.4	30
Cc1ccc(NC2OC(C(O)CO)C(O)C2O)cc1[N+](=O)[O-] (stereo not drawn)	-1.9	12
COc1ccc(C(=O)N2CCCCCC2)cc1OC1CCN(C(C)C)CC1	-1.5	17
COC(=O)CCC(=O)OC1(C)C(=O)C2=CN(C3CC3)C(c3ccc(OC)cc3)=CC2=C(Br)C1=O (stereo not drawn)	-0.6	45
COc1ccc(C(C)=O)c(Oc2nc(CN3CCOCC3)nc3scc(-c4cccs4)c23)c1	-0.3	10
O=C(/C=C/c1cccs1)N1CCC2(CC1)Oc1ccc(Cl)cc1C(=O)C21CC(c2ccc(Cl)cc2)=NO1 (stereo not drawn)	-0.4	20
Cc1nn(C(=O)N2CCOCC2)c(C)c1CN1C(=O)c2ccccc2C1=O	-0.3	32
CCSc1nc2c(c(=O)[nH]1)C(c1cccnc1)C(C(=O)OC(C)C)=C(C)N2 (stereo not drawn)	-0.9	14
CCS(=O)(=O)Nc1ccc(-c2cc(-c3ccccc3)c3cc(C)ccc3n2)cc1	-1.8	-2
CC1=C/C(=C/N(C)C)C(=O)O1	-0.1	8
COc1ccc(C)cc1NC(=O)CCS(=O)(=O)c1cccc2nonc12	2.1	48
Nc1c(-c2ccc(F)cc2)cnc2ncnn12	2.2	7
COC(=O)c1ccc(C2C(C(=O)Nc3ccc(C)cc3C)=C(C)Nc3ncnn32)cc1 (stereo not drawn)	-1.4	14
CCOC(=O)c1cnc2c(ccc3ccccc32)c1Cl	0.4	8
Cn1nnnc1SCC(=O)Nc1ncc(Cl)cc1Cl	-0.9	20
O=C(NC1CCCC1)C(c1ccncc1)N(C(=O)Cc1cccs1)c1ccccc1 (stereo not drawn)	-2.8	8
COc1ccc(C2NC(=O)CS2)cc1 (stereo not drawn)	-0.9	7
O=C(Nc1cccc(F)c1)c1cc(-c2ccco2)nc2ccccc12	1.2	13
CCOc1ccccc1NC(C)C(=O)NC(=O)NC1CCCCC1 (stereo not drawn)	-1.3	2
COc1ccc([C@@H]2C[C@H](c3ccccc3)Oc3cc(OC)c(OC)c(OC)c32)cc1	0.2	30
Cc1c(Br)c([N+](=O)[O-])nn1CC(=O)N1CCCc2ccccc21	-1.7	5
Cc1ccccc1OCCn1c(CCNC(=O)C(C)C)nc2ccccc21	1.4	21

Record cards, from the list above. Order of values: STK33 inh	OX1R antag
Listed for CCOc1ccccc1NC(C)C(=O)NC(=O)NC1CCCCC1 (stereo not drawn) : -1.3	2
Listed for O=C(Nc1cccc(F)c1)c1cc(-c2ccco2)nc2ccccc12 : 1.2	13

Following part
Compound	STK33 inh	OX1R antag
CCN(C[C@H]1N[C@@](CC)(C(=O)OC)[C@H]2C(=O)N(Cc3ccccc3)C(=O)[C@@H]12)C(=O)c1ccc(C)cc1	x	9
COc1ccc(CCNS(=O)(=O)c2cccc([N+](=O)[O-])c2)cc1	-0.6	5
CCN(c1ccccc1)S(=O)(=O)c1ccc(Cl)c(C(=O)N2CCCC2)c1	-0.8	17
COc1cc(C(C)=O)ccc1OCCCN1CCC(Cc2ccccc2)CC1	-0.4	10
Cc1c(Cl)cccc1NC(=O)CN1CCN(CCO)CC1	-0.4	13
c1ccc(-c2nn3c(-c4ccco4)nnc3s2)nc1	0.0	20
CC(=O)c1cccc(N(CC(=O)Nc2ccccc2C(=O)N2CCCC2)S(C)(=O)=O)c1	-1.7	12
CCOCCCn1c(SCC(=O)/C(C#N)=C(\C)N)nc2ccccc2c1=O	-1.5	15
CCN(CC)c1ccc(CNc2nc3ccccc3n2C)cc1	-1.0	21
COc1ccccc1NC(=O)C1CCCN1C(=O)Nc1ccc(F)cc1 (stereo not drawn)	1.1	15
Cc1cc(-c2nnc3n2N=C(c2ccccc2)CS3)n[nH]1	0.0	4
O=C(c1ccc(Cl)cc1)N1CCCCC(Cl)C1=O (stereo not drawn)	x	21
CC(C)N1CCN(Cc2ccc(-c3ccccc3Cl)o2)CC1CCO (stereo not drawn)	-1.7	13
O=C(NNc1c(Cl)cncc1Cl)c1sccc1Cl	-7.7	4
c1ccc(-c2csc3ncnc(N4CCN(Cc5ccc6c(c5)OCO6)CC4)c23)cc1	0.4	1
Cc1c(-c2cccc(NC(=O)c3cccs3)c2)nc2ncccn12	9.1	14
C=CCNC(=O)NC(=O)CN1C(=O)NC(c2ccccc2)(c2ccccc2)C1=O	0.1	14
CC1(C)CC(O)CC(C)(C)N1CC(O)COCc1ccccc1 (stereo not drawn)	-1.1	4
COc1ccccc1NC(=O)c1sc(NC(=O)c2ccco2)c(C#N)c1C	-0.1	19
CCOc1cccc(NC(=O)c2cnccc2C(F)(F)F)c1	-0.7	8
COc1ccccc1N1CCN(C2CCCN(C(=O)c3cc(C4CC4)on3)C2)CC1 (stereo not drawn)	-0.1	6
Cc1cc(C)c(NC(=O)CNC(=O)COC(=O)Cc2ccccc2C)c(C)c1	-0.6	-1
CCCN1C2CCCC1CC(NC(=O)Nc1ccc(C(C)C)cc1)C2 (stereo not drawn)	3.7	21
Cc1ccc(CN2C(=O)CSc3ccc(C(=O)NCCN4CCOCC4)cc32)cc1	-0.6	15
O=C(CNS(=O)(=O)c1cccs1)Nc1ccc2c(c1)OCCO2	-3.4	13
Oc1[nH]c(=S)sc1/C=C1\C(c2ccccc2)=Nc2ccccc21	-0.4	76*
COc1ccc(NC(=O)c2cccc(S(=O)(=O)N3CCOCC3)c2)cn1	-1.5	28
C=C(Cl)COC(=O)C1C2C=CC(C2)C1C(=O)O (stereo not drawn)	-1.6	9
O=C(c1ccccc1)N1CCN(CCc2ccccn2)CC1	-1.5	6
CCC1(c2ccccc2)NC(=O)N(CC(=O)NCc2ccc(OC)cc2)C1=O (stereo not drawn)	1.0	13
Cc1cccc(-c2c3c(=O)n(C)c(=O)n(C)c3cn2-c2ccc(O)cc2)c1	-1.9	17
NC(=O)COC(=O)CC(c1ccccc1)c1ccccc1	-3.3	19
CCOC(=O)C1CCN(c2c(NCCN3CCN(c4ccccc4)CC3)c(=O)c2=O)CC1	-0.6	22
O=C(O)CCCc1c(-[n+]2ccccc2)[nH]c2ccccc12	-2.0	18
Cc1ccc2cc(CN(Cc3ccc(F)cc3)Cc3nnnn3C3CCCC3)c(=O)[nH]c2c1	0.0	26
O=C(COC(=O)c1cc2ccccc2oc1=O)Nc1ccc(F)cc1F	-0.3	9
O=C(C1=C(O)C(=O)N(Cc2ccccc2)C1c1ccco1)c1ccco1 (stereo not drawn)	-0.8	20
CCOC(=O)C1=C(C)N(CCCC(=O)O)C(=O)NC1c1ccc(Cl)cc1 (stereo not drawn)	0.7	9
O=C(NCCO)c1nc(C(=O)c2ccc(Cl)cc2)c2ccccc2n1	-1.7	20
CCCc1ccc(OCc2ccc(C(=O)N3CCCC3)o2)cc1	-1.2	9

Records listed so far that bear a hit mark in OX1R antag:
Compound	STK33 inh	OX1R antag
COc1ccc(Cl)cc1NC(=O)CN(c1ccccc1)S(=O)(=O)N(C)C	-0.7	53*
Oc1[nH]c(=S)sc1/C=C1\C(c2ccccc2)=Nc2ccccc21	-0.4	76*

Other structures:
Compound	STK33 inh	OX1R antag
O=C(Nc1ccon1)c1csc2c1CCCC2	0.3	16
COc1cccc(NC(=O)CSc2nccn(-c3ccc4c(c3)OCCO4)c2=O)c1	-0.3	10
COCC(COS(N)(=O)=O)Cc1ccccc1 (stereo not drawn)	-0.4	13
COc1ccc(C(=O)C2CCCN(Cc3c(O)cccc3OC)C2)cc1OC (stereo not drawn)	0.0	3
Cc1ccc(C)c(OCC(=O)N/N=C\c2cccn2C)c1	3.6	13
O=C(c1ccc(CS(=O)Cc2ccc(Cl)cc2)o1)N1CCN(c2ccccc2)CC1 (stereo not drawn)	0.0	0
Nc1c(C(=O)OCC(=O)Nc2ccccc2Br)[nH]c(=O)[nH]c1=O	0.0	16
CNc1nc(SC)nc2ccccc12	x	20
CC(/C=N/NC(=O)c1nnn(-c2nonc2N)c1C(C)C)=C\c1ccccc1	-1.0	34
COc1ccc(C2C(=O)N(C3CCCCCC3)CC(=O)N2Cc2ccccc2)cc1OC (stereo not drawn)	-0.2	22
COc1ccc(C2C(C#N)=C3NC(=O)c4c(sc5c4CCCCC5)N3C3=C2C(=O)CC(C)(C)C3)cc1 (stereo not drawn)	0.1	26
COc1cccc(C(=O)Nc2ccc3ccccc3c2)c1	-0.5	22
Cc1ccc(C)c(NC(=S)N/N=C2\CCc3ccccc32)c1	-1.3	14
